# FBW7 act – FBW7 E3 ligase activators, primary screen, biochemical, AlphaScreen, human | AID 1259310, 2017 | 650,000 compounds, 0.13% hits | AlphaScreen FBW7–phospho-cyclin E peptide binding, activator screen | normalized activity (activation), % at 26.1 µM; in the data active = normalized activity above about 1.9%;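 note: purified mutant Fbw7 with reduced substrate affinity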
# TEAD-YAP block – TEAD-YAP interaction inhibition, primary screen, TEAD-YAP interaction inhibitor project, luminescence, HEK-TIYL cells. TEAD-Gal4/YAP UAS-luciferase luminescence. inhibition, % at 9.12 µM. 640,000 compounds, 1.4% hits; in the data active = inhibition above about 32%;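 note: 0% = median of test compound wells and 100% = reference inhibitor wells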
# GPR151 ag – activators of human GPR151, primary screen, cell-based, PathHunter beta-arrestin, luminescence; G-protein coupled receptor 151 (Homo sapiens), Q8TDV0; PathHunter beta-arrestin GPR151 cells; activation, % at 11.2 µM; 650,000 compounds, 1% hits; in the data active = activation above about 4.9%;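 note: 0% = median of compound wells and 100% = cells with positive control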
# Target sequence (Q8TDV0 whole entry, looked up): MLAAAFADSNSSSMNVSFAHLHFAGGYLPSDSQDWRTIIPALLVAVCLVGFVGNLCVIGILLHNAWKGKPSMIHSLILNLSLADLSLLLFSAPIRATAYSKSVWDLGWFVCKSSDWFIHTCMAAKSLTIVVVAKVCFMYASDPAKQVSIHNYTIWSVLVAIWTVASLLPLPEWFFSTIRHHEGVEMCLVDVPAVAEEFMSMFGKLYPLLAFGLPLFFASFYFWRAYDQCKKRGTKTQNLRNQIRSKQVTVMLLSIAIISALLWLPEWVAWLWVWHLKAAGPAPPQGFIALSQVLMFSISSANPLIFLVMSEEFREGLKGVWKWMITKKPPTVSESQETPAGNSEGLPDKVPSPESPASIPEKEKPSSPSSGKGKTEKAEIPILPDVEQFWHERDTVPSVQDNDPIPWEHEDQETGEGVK
# MITF primary – MITF inhibitors, primary screen, biochemical, AlphaScreen, human; Microphthalmia-associated transcription factor (Homo sapiens), O75030; AlphaScreen MITF homodimerization, bead proximity signal; inhibition, % at 2.6 µM; 650,000 compounds, 0.91% hits; AID 1259374, 2018; in the data active = inhibition above about 50%;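 note: 0% = vehicle wells with protein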
# Target sequence (O75030 whole entry, looked up): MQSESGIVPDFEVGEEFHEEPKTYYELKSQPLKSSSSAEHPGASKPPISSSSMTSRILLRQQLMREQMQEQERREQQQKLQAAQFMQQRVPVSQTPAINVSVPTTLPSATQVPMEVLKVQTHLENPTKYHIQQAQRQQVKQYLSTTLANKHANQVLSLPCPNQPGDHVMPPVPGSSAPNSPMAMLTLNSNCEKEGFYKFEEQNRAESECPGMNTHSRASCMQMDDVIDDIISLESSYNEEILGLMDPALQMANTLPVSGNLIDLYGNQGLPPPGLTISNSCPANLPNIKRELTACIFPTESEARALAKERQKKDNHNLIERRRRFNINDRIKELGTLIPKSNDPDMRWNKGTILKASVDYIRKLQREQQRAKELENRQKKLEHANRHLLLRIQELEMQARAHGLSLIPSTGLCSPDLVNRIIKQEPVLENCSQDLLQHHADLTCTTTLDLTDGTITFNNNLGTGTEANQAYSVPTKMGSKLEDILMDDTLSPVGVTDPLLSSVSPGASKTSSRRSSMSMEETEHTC
# * marks the source's active call; other numbers are inactive results; . = no result given; & = joins results of further samples. Only part of the results is shown; rates above refer to the full screens.
SMILES,FBW7 act,TEAD-YAP block,GPR151 ag,MITF primary
CC1=C[C@H]2[C@@]3(O)[C@H](C)[C@@H](O)[C@]4(O)[C@H]([C@@H]3C=C(CO)C[C@]2(O)C1=O)C4(C)C,0.0,3,-0.4,14
O=C(COc1ccc(Cl)cc1Cl)N1CCN(Cc2nc(-c3ccco3)cs2)CC1,-0.1,12,3.2,-1
CC(Cc1ccccc1F)NC1CCN(Cc2ccccc2)CC1 (configuration not stated),-0.1,-5,0.9,-37
CC(=O)N1CCN(c2c(F)c(F)c(F)c(F)c2C(=O)c2ccccc2)CC1,-0.1,6,0.4,-1
CC(=O)c1ccc(OC(=O)N(C)C)cc1,0.2,-1,0.3,-1
CNC(=O)Oc1ccccc1CSc1ccccc1,0.0,-20,-0.2,-2
COc1ccc(CCNCc2cc(OC)c(OC)c(OC)c2)cc1OC,0.2,13,-1.1,41
O=S(=O)(c1ccc(F)cc1)N1CCCC1c1cccnc1 (configuration not stated),-0.2,8,0.8,-5
Cc1cc(C)cc(OCC(=O)Nc2ccc(Cl)cc2C(=O)c2ccccc2)c1,-0.1,8,-0.6,-22
O=c1c2ccccc2nc(/C=C\c2ccc(F)cc2)n1-c1ccc(F)cc1,0.9,9,2.6,26
N#CCCn1cc(C(=O)Nc2ccc(I)cc2)c(-c2ccccc2)n1,0.1,0,1.3,8
COc1ccc2[nH]c(C)c(CCNCc3nc4ccccc4s3)c2c1,-0.1,25,-1.0,29
Fc1ccccc1CN1CCN(Cc2ccccc2Cl)CC1,-0.1,7,0.8,65*
COc1ccc(CN2CCN(c3ccccc3)CC2)c(OC)c1C,-0.3,11,0.1,15
Cc1ccc(C2=CCN(Cc3nnnn3C3CCCC3)CC2)o1,-0.2,6,0.7,-1
O=[N+]([O-])c1cc2c3c(c1)C(c1ccccc1)(c1ccccc1)CCN3CCC2(c1ccccc1)c1ccccc1,-0.1,-8,0.2,10
Cc1ccc(OCC(=O)N2CCN(Cc3ccccc3)CC2)cc1C,-0.1,-4,-1.0,11
CN1CCc2cc(O)cc3c2[C@H]1Cc1ccc(O)c(O)c1-3,-0.2,2,2.2,2
CCCCCCCc1cc(O)c2c3c(c(=O)oc2c1)CCC(C)C3 (configuration not stated),0.0,6,1.8,-5
O=C1NC(=O)C(=Cc2ccc(-c3ccccc3C(=O)O)o2)C(=O)N1,0.2,-3,0.3,0
COc1ccc(CN2CCN(c3ccccc3F)CC2)c(OC)c1,0.0,13,-0.5,14
COP(=O)(NC(=O)/C=C1/N(C)c2ccccc2C1(C)C)OC,0.3,8,0.0,11
O=C(Cc1ccc(Cl)c(Cl)c1)N1CCCCC1CN1CCCC1 (configuration not stated),0.0&0.3,5,-0.7&0.3,14&7
COc1c(-c2ccccc2)sc2nc(C)cc[n+]12,-0.2,-10,0.0,18
Cc1cccc(CN(C)C)c1OC(=O)N(C)C,-0.2,-4,1.9,0

# Continuation.
SMILES,FBW7 act,TEAD-YAP block,GPR151 ag,MITF primary
Brc1cccc(CN2CCN(Cc3ccc4c(c3)OCO4)CC2)c1,-0.2,3,0.8,64*
CCOc1ccccc1CNCCc1ccccc1F,-0.1,5,0.2,2
O=C1NC(=O)C(CCc2ccncc2)(CCc2ccncc2)C(=O)N1Cc1ccco1,-0.3,1,0.4,12
Cc1cccc(CN2CCN(Cc3ccccc3Cl)CC2)c1,-0.1,-2,-0.1,51*
CN(C)c1ccc(C2N(c3ccccn3)C(=O)C3CCCN32)cc1 (configuration not stated),0.0,1,2.3,3
CC12CC[C@H]3[C@@H](CC=C4C[C@@H](O)CCC43C)[C@@H]1CCC2=O (some centres not stated),0.2,-3,2.9,-12
C=CCC1C(=O)NC(=S)NC1=O,0.0,-1,-0.3,-7
O=c1c2ccccc2[nH]c(=S)n1-c1ccc2c(c1)CCC2,0.2,-2,-0.5,-11
Clc1cccc(SC2CCNCC2)n1,-0.1,.,-0.3,15
CCN(CC)C(=O)CN1CC=C(c2ccc(C)o2)CC1,-0.2,-8,0.4,13
COc1cc(/C=C\c2ccc(OC)c(O)c2)cc(OC)c1,.,.,1.9,8
O=S(=O)(c1ccc(O)cc1)c1ccc(O)cc1,-0.1,5,-0.1,-11
Nc1nonc1-c1n[nH]c(-c2nonc2N)n1,0.0,7,-1.2,5
NC(=O)OCCSc1nnc(-c2cccc([N+](=O)[O-])c2)o1,-0.4,-8,-1.6,2
CCC(C)N=Cc1c(O)[nH]c(=O)[nH]c1=O (configuration not stated),-0.1,1,0.3,12
COC(=O)CC(CN)c1ccc(Cl)cc1 (configuration not stated),0.0,0,-1.3,4
O=C(N1CCN(c2ccccc2Cl)CC1)C(O)(c1ccccc1)c1ccccc1,-0.1,3,-1.0,2
CCOC(=O)C1(c2ccccc2)CCN(CC(=O)Nc2ccccc2C(F)(F)F)CC1,0.0,9,-0.6,1
Cc1ccc(C(c2c(O)[nH]c(=O)[nH]c2=O)N2CCCC2)cc1 (configuration not stated),-0.2,-3,0.0,10
O=c1c2ccccc2nc(/C=C\c2ccc(F)cc2)n1-c1ccc([N+](=O)[O-])cc1,0.1,-10,-1.1,-6
CCOC(=O)C(O)(c1ccc(N(CC)S(=O)(=O)c2ccccc2)cc1)C(F)(F)F (configuration not stated),0.2,6,1.5,8
O=[N+]([O-])c1ccc(N2CCCC(O)C2)c2ncccc12 (configuration not stated),-0.1,-19,-0.8,5
CCOc1cccc(CN2CCN(c3ccccc3)CC2)c1O,0.2,0,0.9,24
Cc1ccc(-n2c(/C=C/c3ccccc3Cl)nc3ccccc3c2=O)cc1,-0.1,21,-0.5,5
Cc1cc(C)[n+]2c(C)c(C(C)(C)C)sc2n1,0.2,-2,-1.1,16

# 5 entries from above, ordered by molar mass, falling:
SMILES,FBW7 act,TEAD-YAP block,GPR151 ag,MITF primary
CCOC(=O)C1(c2ccccc2)CCN(CC(=O)Nc2ccccc2C(F)(F)F)CC1,0.0,9,-0.6,1
CCOc1cccc(CN2CCN(c3ccccc3)CC2)c1O,0.2,0,0.9,24
CC12CC[C@H]3[C@@H](CC=C4C[C@@H](O)CCC43C)[C@@H]1CCC2=O (some centres not stated),0.2,-3,2.9,-12
Nc1nonc1-c1n[nH]c(-c2nonc2N)n1,0.0,7,-1.2,5
COC(=O)CC(CN)c1ccc(Cl)cc1 (configuration not stated),0.0,0,-1.3,4

# The main list resumes, repeating the six entries before the break.
SMILES,FBW7 act,TEAD-YAP block,GPR151 ag,MITF primary
O=c1c2ccccc2nc(/C=C\c2ccc(F)cc2)n1-c1ccc([N+](=O)[O-])cc1,0.1,-10,-1.1,-6
CCOC(=O)C(O)(c1ccc(N(CC)S(=O)(=O)c2ccccc2)cc1)C(F)(F)F (configuration not stated),0.2,6,1.5,8
O=[N+]([O-])c1ccc(N2CCCC(O)C2)c2ncccc12 (configuration not stated),-0.1,-19,-0.8,5
CCOc1cccc(CN2CCN(c3ccccc3)CC2)c1O,0.2,0,0.9,24
Cc1ccc(-n2c(/C=C/c3ccccc3Cl)nc3ccccc3c2=O)cc1,-0.1,21,-0.5,5
Cc1cc(C)[n+]2c(C)c(C(C)(C)C)sc2n1,0.2,-2,-1.1,16
CCC1=C(C)C(N2CCOCC2)=NP(N2CCOCC2)(N2CCOCC2)=N1,-0.1,1,0.5,9
COc1ccc(C)c2sc(N(CCN3CCOCC3)C(=O)Cc3ccccc3)nc12,-0.1,-5,0.4,6
CC(C)N1CCN(Cc2ccccc2Cl)CC1CCO (configuration not stated),0.7,2,0.5,-12
O=c1c2ccccc2nc(/C=C/c2ccccc2)n1-c1ccc(Br)cc1,0.4,-3,-0.5,7
CN(C)c1cc(Cl)c2nonc2c1[N+](=O)[O-],0.4,-12,-3.1,25
Cc1ccc(COc2cc(C)cc3oc(=O)c4c(c23)CCCC4)cc1,0.2,-3,-1.4,-5
CCN1C(=O)C2(C(C(=O)OC)=C(N)Oc3cc(C)n(C)c(=O)c32)c2ccccc21 (configuration not stated),0.1,3,-0.9,-3
O=C(NCCCc1ccccc1)C(Cl)(Cl)Cl,0.0,3,1.0,-3
O=c1c2ccccc2nc(CN2CCOCC2)n1-c1ccccc1C(F)(F)F,0.1,-5,0.3,7
Cc1ccc(OCC(=O)N2CCN(Cc3ccccc3Br)CC2)cc1,0.4,-5,1.5,46
CC(=O)NC(=S)Nc1ccc(N2CCN(C)CC2)cc1,0.1,-11,0.6,0
CN1CCN(c2ccc(C=C3C(=O)NC(=S)NC3=O)o2)CC1,-0.1,16,-1.6,-14
CC(=O)C1=C(C)OC(N)=C(C#N)C12C(=O)Nc1ccccc12 (configuration not stated),0.0,0,1.1,-1
COc1ccc(CN2CC3CC(C2)c2cccc(=O)n2C3)c(OC)c1 (configuration not stated),0.1,8,0.1,1
COc1ccc(N2CCN(Cc3cccc([N+](=O)[O-])c3)CC2)cc1,0.1,0,-0.2,16
Cc1ccc(-c2nnn(CC(=O)N3c4ccc(C)cc4C4CN(C)CCC43)n2)cc1 (configuration not stated),0.8,-4,-0.2,7
O=C(CCCN1CCC2(CC1)C(=O)N(CCc1ccc(N=C=S)cc1)CN2c1ccccc1)c1ccc(F)cc1,-0.3,-1,-2.0,23
CCCCC/C=C\C/C=C\C/C=C\C/C=C\CCCC(=O)N(C)C,.,.,-2.0,-8
CCOC(=O)C1C2NC(=S)N(c3ccccc3OC)C1(C)Oc1ccc(OC)cc12 (configuration not stated),-0.1,8,-0.8,32
CC(C(=O)c1ccc(Cl)cc1Cl)n1cncn1 (configuration not stated),0.1,-1,-0.4,-2
COc1cc(NC(=O)CN2C(=O)CN=C(c3ccccc3)c3ccccc32)cc(OC)c1,-0.2,7,1.2,-10
Cc1cc(OCC(=O)N(C)C)c2c3c(c(=O)oc2c1)CCCC3,-0.2,16,0.1,-3
O=C(COc1ccc(Cl)cc1)NC1CN2CCC1CC2 (configuration not stated),0.0,7,2.5,-1
CCOP(=S)(OCC)SCOC(=O)NCC(=O)OC,0.0,7,0.7,-8
COc1ccc2c(c1)c(C(=O)OCC(N)=O)c(C)n2C1CCCCC1,-0.1,10,1.2,6

# Continuation.
SMILES,FBW7 act,TEAD-YAP block,GPR151 ag,MITF primary
Cc1ccc(S(=O)(=O)NCC(=O)Nc2ccc(Cl)cc2C(=O)c2ccccc2)cc1,-0.1,8,1.0,-1
c1ccc2[nH]c(CCNC3CCCC3)nc2c1,0.1,-11,-0.2,-17
COc1ccc(F)c(CN2CCN(CCC(C)C)C(CCO)C2)c1 (configuration not stated),0.0,5,0.1,11
CCN1C(=O)/C(=C/c2ccc(OC)c3ccccc23)C(=O)NC1=S,-0.1,-3,-0.2,9
CCCN(CCC)[C@@H]1CCc2c(OC)cccc2[C@@H]1C,0.0,.,-0.7,-13
COc1cccc(C2(O)CCNCC2)c1,0.8,0,0.2,-7
C=C(C)[C@@]12OC3(c4ccccc4)O[C@@H]1C1[C@@H]4O[C@]4(CO)[C@@H](O)[C@]4(O)C(=O)C(C)=C[C@H]4[C@@]1(O3)[C@H](C)[C@H]2OC(=O)/C=C/C=C/c1ccccc1 (some centres not stated),-0.1,-51,-0.4,7
CNc1ccc(Br)cc1C(=O)c1ccccc1Cl,-0.1,-2,0.0,22
CC(C)CNc1cc(N2CCNCC2)ccc1[N+](=O)[O-],-0.1,12,-1.1,10
CS(=O)(=O)OC1CSC[C@H]1NC(=O)c1ccccc1 (some centres not stated),0.0,-7,0.1,3
O=C1Cc2ccccc2N1C1CCN(Cc2ccccc2)CC1,-0.2,5,1.9,1
CCN1C(=O)NC(=O)/C(=C\c2cn(CC(=O)NCc3ccco3)c3ccccc23)C1=O,-0.1,4,0.3,10
CCC1(C(=O)NC(C)c2ccc(Cl)cc2)C(C)C1(Cl)Cl (configuration not stated),0.1,-1,0.2,14
CC1(C)CC2CC(C)(CN2Cc2ccc(C(N)=O)c(=O)[nH]2)C1 (configuration not stated),0.2,-3,-0.8,-1
CCCCC/C=C\C/C=C\C/C=C\C/C=C\CCCC(=O)NC(CO)CO,.,.,0.8,16
Cn1nc(-c2nonc2N)nc1-c1nonc1N,0.1,-31,1.7,-9
Cn1c2ccccc2c2c(C(=O)N3CCC4(CC3)OCCO4)cn(C3CCCC3)c(=O)c21,-0.1,15,-1.8,3
COc1ccc(/C=C/c2nc3ccccc3c(=O)n2-c2ccccc2[N+](=O)[O-])cc1,0.2,9,-1.3,23
O=C1NC(=O)N(c2ccc(Br)cc2)C(=O)/C1=C/c1ccc(O)cc1,0.1,-1,2.0,16
C/C(=C/C=C/[C@@H](C)C(=O)O)[C@H]1CN[C@H](C(=O)O)[C@H]1CC(=O)O,0.0,.,0.9,8
CCOc1ccc(N2C(=O)NC(=O)/C(=C\c3ccc(N(C)C)cc3)C2=O)cc1,0.0,14,0.5,13
CCc1ccc(CN2CCN(C(C)C)CC2)cc1,0.0,-8,-2.0,81*
C=CCc1ccc(OC)cc1,0.1,9,-1.4,2
CC(C)(O)[C@H]1O[C@H]2CC[C@@]3(C)[C@@](O)(CC[C@H]4Cc5c([nH]c6ccccc56)[C@@]43C)C2=CC1=O,-0.2,.,2.0,2

# For convenience, part of the list above:
SMILES,FBW7 act,TEAD-YAP block,GPR151 ag,MITF primary
C=CCc1ccc(OC)cc1,0.1,9,-1.4,2
CC(C)(O)[C@H]1O[C@H]2CC[C@@]3(C)[C@@](O)(CC[C@H]4Cc5c([nH]c6ccccc56)[C@@]43C)C2=CC1=O,-0.2,.,2.0,2

# High-throughput results from PubChem.
